CYP2C19 activ – increases human CYP2C19 enzyme activity; activation factor at 5 µM; 96,000 tested, under 10 active; P33261; recombinant CYP2C19, luciferin-H EGE luminescence; stronger effect = higher value; 0 = fully inhibited enzyme, 1 = untreated enzyme;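 active = activation factor of at least 2 at 5 µM in the primary screen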;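 note: 0 = wells with 2.5 mM tranylcypromine and 1 = vehicle-only wells; values of inactives mirror those of a sister screen read the other way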
Target sequence (P33261 whole entry, looked up): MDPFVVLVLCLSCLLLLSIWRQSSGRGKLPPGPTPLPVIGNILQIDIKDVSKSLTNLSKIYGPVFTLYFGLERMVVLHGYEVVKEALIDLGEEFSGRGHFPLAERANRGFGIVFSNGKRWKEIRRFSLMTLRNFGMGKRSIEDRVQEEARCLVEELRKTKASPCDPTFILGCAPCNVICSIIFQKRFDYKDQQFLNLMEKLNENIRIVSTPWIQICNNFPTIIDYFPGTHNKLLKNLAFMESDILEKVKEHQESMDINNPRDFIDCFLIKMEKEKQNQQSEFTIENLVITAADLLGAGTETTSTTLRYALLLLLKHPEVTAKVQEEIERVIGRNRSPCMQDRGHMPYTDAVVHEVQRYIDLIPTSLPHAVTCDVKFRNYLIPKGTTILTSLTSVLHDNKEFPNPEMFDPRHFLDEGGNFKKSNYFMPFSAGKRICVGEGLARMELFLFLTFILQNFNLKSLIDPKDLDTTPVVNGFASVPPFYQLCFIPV
PostGolgi yeast – growth inhibition of a yeast mutant, post-Golgi transport screen; post-Golgi transport phenotypic cell assay; inhibition, % at 10 µM; actives 0.9% (n = 98,000); AID 739;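 note: yeast cells grown in 1536-well plates; yeast grown about 18 h at 30C before absorbance read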
sEH act – increases human soluble epoxide hydrolase activity. P34913. purified human sEH enzymatic activity, activator screen. activation, % at 2 µM. actives 0.04% (n = 91,000); in the data active = activation above about 37%; note: values of inactives mirror those of a sister screen read the other way
CYP2C19 inhib – blocks human cytochrome P450 2C19; inhibition, % at 5 µM; actives 21% (n = 96,000); AID 778; CYP2C19 Supersomes, luciferin-H EGE luminescence, 30 min; P33261;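 active = CYP2C19 inhibition above a set limit at 5 µM in the primary screen, cut at about 50% in these data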;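 note: plate controls were negative control wells for no effect and 2.5 mM tranylcypromine positive control for full effect; values of inactives mirror those of a sister screen read the other way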
PostGolgi ctrl – yeast control strain growth, post-Golgi counter-screen | actives 5% (n = 98,000) | inhibition, % at 10 µM | AID 738 | efflux-deficient yeast background strain, growth absorbance A615, 16 h
S1P2 antag – blocks the human S1P2 receptor; inhibition, % at 5 µM; cell-based S1P2 antagonist assay, inhibition at 5 uM; actives 0.21% (n = 97,000); O95136; in the data active = inhibition above about 45%;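 note: CRE beta-lactamase reporter cells expressing human S1P2 stimulated with S1P; 0% = agonist at EC80 alone and 100% = agonist plus reference antagonist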
sEH inh – soluble epoxide hydrolase (human) inhibition. P34913. recombinant human sEH enzymatic activity assay. inhibition, % at 2 µM. actives 0.34% (n = 91,000). AID 707; in the data active = inhibition above about 80%; note: values of inactives mirror those of a sister screen read the other way; many of its hits are not listed in these tables
DAT uptake mod – modulates human dopamine transporter uptake under cocaine | LLC-PK1 hDAT cells, [14C]-dopamine uptake with cocaine IC80; actives deviate in either direction | B-score at 10 µM | actives 1.3% (n = 110,000);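 active = Z score or B-score, a plate-position-corrected score, falls beyond the plate's 99.7% confidence bounds, in either direction; inactive = both scores lie inside the 99.7% bounds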;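 note: scored against the spread of the other compound wells on the same plate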
Target sequence (Q01959 whole entry, looked up): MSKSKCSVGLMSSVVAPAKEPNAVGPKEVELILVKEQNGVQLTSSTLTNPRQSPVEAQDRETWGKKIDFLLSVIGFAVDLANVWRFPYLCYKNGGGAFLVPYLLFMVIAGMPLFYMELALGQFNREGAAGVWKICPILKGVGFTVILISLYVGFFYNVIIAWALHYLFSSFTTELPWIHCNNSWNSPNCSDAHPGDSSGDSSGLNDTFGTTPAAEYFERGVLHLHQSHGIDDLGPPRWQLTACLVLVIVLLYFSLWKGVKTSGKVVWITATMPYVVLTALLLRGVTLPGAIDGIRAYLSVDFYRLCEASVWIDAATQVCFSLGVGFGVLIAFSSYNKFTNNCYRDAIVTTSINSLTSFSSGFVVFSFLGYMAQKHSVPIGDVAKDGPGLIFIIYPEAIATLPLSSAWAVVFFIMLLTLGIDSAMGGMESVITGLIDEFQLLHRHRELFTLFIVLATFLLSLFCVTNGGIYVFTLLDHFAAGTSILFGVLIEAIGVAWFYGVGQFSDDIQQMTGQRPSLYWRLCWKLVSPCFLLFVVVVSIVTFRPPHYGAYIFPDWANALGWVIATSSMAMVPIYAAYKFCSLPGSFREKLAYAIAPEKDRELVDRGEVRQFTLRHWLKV
S1P2 ag – activates the human S1P2 receptor; S1P2-expressing cell line, agonist reporter read-out; activation, % at 4.5 µM; actives 0.46% (n = 97,000); in the data active = activation above about 16%;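 note: 0% = vehicle low control and 100% = maximal reference agonist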
An asterisk follows results filed as active; · = not tested or not shown. Cut-off read from the data, not from the text of the source, unless noted: active = inhibition above about 30%; inactive = the rest. Not a hit list; overall some 24% were active at least once.

| # | compound | DAT uptake mod | S1P2 ag | sEH act | S1P2 antag | CYP2C19 inhib | CYP2C19 activ | PostGolgi ctrl | sEH inh | PostGolgi yeast |
| --- | --- | --- | --- | --- | --- | --- | --- | --- | --- | --- |
| 1 | COc1ccccc1CN1C(=O)[C@@H]2C(CCC(N)=O)NC3(C(=O)Nc4c3ccc(Cl)c4C)[C@@H]2C1=O (some centres undefined) | 0.024 | -4 | 6 | 3 | -5 | 1.1 | -3 | -5 | -2 |
| 2 | CC1=CCC(C(=O)O)(C(=O)N/N=C/c2cccs2)C(c2ccc(Cl)cc2)C1 (centres undefined) | -1.1 | 1 | 5 | 11 | 1 | 1 | 21 | -5 | -5 |
| 3 | Cc1cccc(C)c1NC(=O)CSc1nnc(-c2ccco2)n1N | 0.12 | -8 | 14 | 5 | 57* | 0.4 | -10 | -15 | -1 |
| 4 | Cc1c(NC2(c3nnnn3-c3ccc(Br)cc3)CCCCC2)c(=O)n(-c2ccccc2)n1C | 0.37 | -5 | 1 | 4 | 28 | 0.7 | 11 | 1 | 15 |
| 5 | COc1cc2cc(CN(C(=O)NC3CCCCC3)C3CCCC3)c(=O)[nH]c2cc1OC | 2.1 | -14 | 9 | -7 | -3 | 1 | 1 | -8 | 8 |
| 6 | O=C(Cn1nnc2ccccc2c1=O)N1CCCc2ccccc21 | -0.47 | -6 | 9 | 21 | 20 | 0.8 | -4 | -9 | 5 |
| 7 | COc1ccc(S(=O)(=O)N(C)CC(=O)NCCC2=CCCCC2)cc1C | 1.3 | -5 | -10 | 5 | 88* | 0.1 | 18 | 9 | 1 |
| 8 | c1ccc2[nH]c(CN3CCCCCC3)nc2c1 | -0.49 | -5 | -3 | -2 | 64* | 0.4 | 14 | 8 | 7 |
| 9 | CC(C)Cc1nnc(NC(=O)CCC(=O)N2CCOCC2)s1 | -1.3 | -2 | 2 | 6 | 3 | 1 | 6 | 3 | 3 |
| 10 | O=C(c1ccccc1)c1sc(N2CCCCCC2)nc1-c1ccccc1 | 2.1 | -12 | -1 | -2 | 28 | 0.7 | 33* | 3 | -5 |
| 11 | O=C(COc1ccccc1)Nc1ccc2c(c1)nc1n2CCOC1 | 0.071 | -9 | · | 6 | 0 | 1 | 17 | · | -9 |
| 12 | COC(=O)c1cccc(OCC(O)Cn2ccnc2)c1 (centres undefined) | -0.39 | · | · | · | 100* | 0 | 10 | · | 1 |
| 13 | Cc1ccc(-n2[nH]c(C)c(C=Nc3cc(C)ccn3)c2=O)cc1 | -0.2 | -7 | 0 | -2 | 8 | 0.9 | 13 | 3 | -5 |
| 14 | COc1ccc(-c2csc(N3CCN(C(=O)c4ccco4)CC3)n2)cc1 | -0.0047 | -5 | 0 | 6 | 10 | 0.9 | 18 | -3 | -9 |
| 15 | CN1C(=O)N(C)C2(c3ccccc3)Nn3c(s/c(=C/c4ccccc4F)c3=O)=NC12c1ccccc1 (centres undefined) | · | -4 | 4 | -4 | -35 | 1.4 | 7 | -6 | 5 |
| 16 | CN(C)CCN1C(=O)C(O)=C(C(=O)c2cc3ccccc3o2)C1c1ccccn1 (centres undefined) | · | -3 | 24 | 14 | -2 | 1 | 13 | -20 | -3 |
| 17 | CCOc1ccc(NC(=O)C2CC(=O)N(C(C)C)C2)cc1 (centres undefined) | · | -11 | 5 | 5 | -6 | 1.1 | 5 | -1 | 9 |
| 18 | NC(=O)CSc1nnc(-c2cc(-c3cccs3)nc3ccccc23)o1 | 0.91 | -2 | 19 | -34 | 1 | 1 | -3 | -17 | -4 |
| 19 | NC(=O)c1cc2cc(Cl)ccc2oc1=O | -0.77 | 1 | -17 | 3 | -5 | 1.1 | 5 | 16 | 0 |
| 20 | CCCCC(=O)NCCNc1nc2c(c(=O)n(C)c(=O)n2C)n1Cc1ccc(F)cc1 | 0.92 | -8 | 11 | 4 | 13 | 0.9 | 21 | -13 | 2 |

Looked up by compound from the entries so far:
| # | compound | DAT uptake mod | S1P2 ag | sEH act | S1P2 antag | CYP2C19 inhib | CYP2C19 activ | PostGolgi ctrl | sEH inh | PostGolgi yeast |
| --- | --- | --- | --- | --- | --- | --- | --- | --- | --- | --- |
| 19 | NC(=O)c1cc2cc(Cl)ccc2oc1=O | -0.77 | 1 | -17 | 3 | -5 | 1.1 | 5 | 16 | 0 |
| 20 | CCCCC(=O)NCCNc1nc2c(c(=O)n(C)c(=O)n2C)n1Cc1ccc(F)cc1 | 0.92 | -8 | 11 | 4 | 13 | 0.9 | 21 | -13 | 2 |
| 17 | CCOc1ccc(NC(=O)C2CC(=O)N(C(C)C)C2)cc1 (centres undefined) | · | -11 | 5 | 5 | -6 | 1.1 | 5 | -1 | 9 |
| 13 | Cc1ccc(-n2[nH]c(C)c(C=Nc3cc(C)ccn3)c2=O)cc1 | -0.2 | -7 | 0 | -2 | 8 | 0.9 | 13 | 3 | -5 |
| 12 | COC(=O)c1cccc(OCC(O)Cn2ccnc2)c1 (centres undefined) | -0.39 | · | · | · | 100* | 0 | 10 | · | 1 |

Following part
| # | compound | DAT uptake mod | S1P2 ag | sEH act | S1P2 antag | CYP2C19 inhib | CYP2C19 activ | PostGolgi ctrl | sEH inh | PostGolgi yeast |
| --- | --- | --- | --- | --- | --- | --- | --- | --- | --- | --- |
| 21 | CC1CCN(c2ccccc2NC(=S)NC(=O)c2ccco2)CC1 | 1.2 | -1 | -5 | 3 | · | · | · | 7 | · |
| 22 | Cc1ccc(NC(=O)c2ccc(CSc3nnnn3C)cc2)cc1 | 0.04 | -4 | -24 | 28 | 16 | 0.8 | -1 | 26 | 3 |
| 23 | O=C(c1ccc(Cl)cc1)c1cnc(-c2ccc(Cl)cc2)s1 | -0.34 | -2 | 26 | 18 | 64* | 0.4 | 6 | -30 | -9 |
| 24 | CCOC(=O)N1CCN(C(=O)CSCC(=O)Nc2nc(-c3ccc(C)cc3)cs2)CC1 | 0.91 | -11 | -6 | 12 | -20 | 1.2 | -2 | 9 | 4 |
| 25 | COc1cccc(N2CCN(C3CCCC(C)C3)CC2)c1 (centres undefined) | -0.68 | 1 | -12 | -11 | 23 | 0.8 | 12 | 12 | 0 |
| 26 | CCn1c(C2CC(=O)N(c3cc(C)cc(C)c3)C2)nc2ccccc21 (centres undefined) | 0.37 | · | · | · | 1 | 1 | 4 | · | -3 |
| 27 | COc1ccc(NC(=O)COc2ccccc2)c(OC)c1 | -0.021 | -3 | 0 | 5 | 92* | 0.1 | 4 | -5 | 0 |
| 28 | CCOC(=O)c1sc(NC(=O)CSc2nc(-c3ccco3)cc(C(F)(F)F)n2)c(C(=O)OC(C)C)c1C | · | -8 | 2 | -8 | · | · | · | 4 | · |
| 29 | CCOC(=O)n1c(=O)oc2ccc(Cl)cc21 | -0.29 | -7 | 8 | -6 | · | · | · | -4 | · |
| 30 | O=C(COC(=O)c1cccc(S(=O)(=O)N2CCOCC2)c1)Nc1nc(-c2ccccc2Cl)cs1 | -1.5 | -5 | 3 | 9 | 67* | 0.3 | -1 | -1 | 5 |
| 31 | N#CCCN(C(=O)CSc1nc(-c2ccccc2)cn1N)c1ccc(F)cc1 | -0.91 | -1 | 7 | 4 | -3 | 1 | 4 | -7 | 2 |
| 32 | FC(F)(F)c1cccc(-n2cccc2/C=N/n2cnnc2)c1 | -0.38 | -3 | 10 | 19 | 44 | 0.6 | 0 | -10 | -2 |
| 33 | COCCNC(C)C(=O)C12CC3CC(CC(C3)C1)C2 (centres undefined) | -0.92 | · | · | · | 18 | 0.8 | 2 | · | 1 |
| 34 | COc1ccc(CNC(=O)CN2C(=O)C3CCCN3c3ncc(Cl)cc32)cc1 (centres undefined) | -0.17 | -5 | -5 | -16 | 82* | 0.2 | -10 | 8 | 1 |
| 35 | COc1cccc(-n2c(SCc3c(C)noc3C)nnc2-c2cccc(S(=O)(=O)N(C)C)c2)c1 | -0.13 | -1 | 9 | -29 | 28 | 0.7 | -1 | -7 | -7 |
| 36 | Cc1ccc2c(c1)C(=O)CCN2 | 0.15 | -4 | -4 | -7 | 0 | 1 | -2 | 4 | -6 |
| 37 | CCOC(=O)COc1ccc2c(c1)c(C(=O)OCC)c(C)n2CC | -0.073 | -4 | 4 | 8 | 80* | 0.2 | 6 | -5 | -4 |
| 38 | CCOC(=O)N1CCN(C(=O)c2cc(C)c3c(C)nn(-c4ccccc4)c3n2)CC1 | -0.1 | -2 | -3 | 7 | 22 | 0.8 | 1 | 4 | -1 |
| 39 | C(=N\n1cnnc1)/c1ccc(OC2CSC2)cc1 | -0.0051 | -2 | · | 0 | 93* | 0.1 | 23 | · | 1 |
| 40 | Clc1ccc(C2Nc3ccccc3-n3cccc32)cc1 (centres undefined) | -1.8 | 1 | 13 | -10 | -11 | 1.1 | 11 | -13 | -13 |

Full records from above:
FC(F)(F)c1cccc(-n2cccc2/C=N/n2cnnc2)c1 in the list: DAT uptake mod: -0.38; S1P2 ag: -3; sEH act: 10; S1P2 antag: 19; CYP2C19 inhib: 44; CYP2C19 activ: 0.6; PostGolgi ctrl: 0; sEH inh: -10; PostGolgi yeast: -2
Cc1ccc2c(c1)C(=O)CCN2 in the list: DAT uptake mod: 0.15; S1P2 ag: -4; sEH act: -4; S1P2 antag: -7; CYP2C19 inhib: 0; CYP2C19 activ: 1; PostGolgi ctrl: -2; sEH inh: 4; PostGolgi yeast: -6

(cont.)
| # | compound | DAT uptake mod | S1P2 ag | sEH act | S1P2 antag | CYP2C19 inhib | CYP2C19 activ | PostGolgi ctrl | sEH inh | PostGolgi yeast |
| --- | --- | --- | --- | --- | --- | --- | --- | --- | --- | --- |
| 41 | O=c1c2ccccc2c(C=Nc2cccc(O)c2)c(O)n1-c1ccc2c(c1)OCO2 | 0.25 | -4 | 0 | 4 | 8 | 0.9 | 0 | 1 | 6 |
| 42 | CCCCN(C(=O)NC(=O)Nc1cccc(C)c1C)S(C)(=O)=O | 1.1 | -6 | -1 | 10 | 3 | 1 | 15 | 0 | -5 |
| 43 | O=C(Nc1ccccc1C(F)(F)F)c1cc(S(=O)(=O)N2CCC3(CC2)OCCO3)ccc1F | -0.23 | -4 | 3 | 9 | 4 | 1 | 12 | -5 | -3 |
| 44 | COc1ccc(S(=O)(=O)N(C)CC(=O)NCc2cccnc2)cc1C | -0.15 | -8 | -2 | 13 | 80* | 0.2 | 19 | -1 | -2 |
| 45 | O=C(C1CCCN(S(=O)(=O)c2cccc3nsnc23)C1)N1CCc2ccccc2C1 (centres undefined) | · | -8 | 3 | 3 | 44 | 0.6 | 18 | -2 | -1 |
| 46 | O=C(NCc1cccnc1)c1cc(-c2ccccc2)on1 | 3.6* | -3 | 2 | -3 | 1 | 1 | -2 | -2 | -9 |
| 47 | COC(=O)c1sccc1NC(=O)c1c(C)cc(=O)oc1C | -0.51 | -6 | · | 7 | -6 | 1.1 | 30 | · | -3 |
| 48 | CCOc1ccc(NC(=O)N2CCC(NC(=O)c3ccco3)CC2)cc1 | -0.12 | -8 | -10 | -7 | -14 | 1.1 | 2 | 11 | -3 |
| 49 | CCC1Oc2ccc(C)cc2N(CC(=O)NCCc2ccc(OC)c(OC)c2)C1=O (centres undefined) | 0.084 | -5 | -4 | -10 | · | · | · | 3 | · |
| 50 | CS(=O)(=O)c1ccc2nc(NC(=O)c3ccco3)sc2c1 | -1.4 | -8 | -2 | 24 | -4 | 1 | 21 | 2 | 0 |
| 51 | COc1ccccc1N1CCN(Cc2nc3ccccc3c(=O)n2CC(C)=O)CC1 | 1.1 | · | · | · | 13 | 0.9 | 5 | · | 0 |
| 52 | COc1ccc(CN(C(=O)c2snc(C(N)=O)c2N)C(C(=O)NC(C)(C)C)c2ccco2)cc1 (centres undefined) | 0.66 | -3 | 8 | -14 | 36 | 0.6 | 4 | -7 | 8 |
| 53 | O=c1cc(CN2CCN(CCO)CC2)c2cc3c(cc2o1)CCC3 | 0.31 | -3 | 9 | 9 | 1 | 1 | -3 | -8 | 1 |
| 54 | Cc1ccc(C)c(NC2=NS(=O)(=O)c3ccccc32)c1 | 0.63 | -4 | -14 | -11 | -2 | 1 | -2 | 17 | 2 |
| 55 | CCOc1ccc(-n2c(SC)nc3c(c2=O)SCC3)cc1 | -0.61 | · | · | · | 19 | 0.8 | -5 | · | 4 |
| 56 | CC1CCC(C(C)C)C2=C1C(C#N)(C#N)C(C#N)(C#N)C(c1ccccc1)N2 (centres undefined) | 0.24 | -5 | -7 | 11 | 48 | 0.5 | 9 | 7 | -4 |

Screening data (PubChem)
